GSTO1 inh = blocks human GSTO1 in RBBP9 counter-screen; P78417; recombinant GSTO1, activity-based probe fluorescence polarization; inhibition, % at 5.96 µM; hit rate 1.1% among 300,000; AID 1974;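 active = inhibition above the campaign mean inhibition plus 3 SD, cut at about 35% in these data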;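 note: 0% = GSTO1-1 with DMSO and 100% = wells lacking GSTO1-1 enzyme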
Target sequence (P78417 whole entry, looked up): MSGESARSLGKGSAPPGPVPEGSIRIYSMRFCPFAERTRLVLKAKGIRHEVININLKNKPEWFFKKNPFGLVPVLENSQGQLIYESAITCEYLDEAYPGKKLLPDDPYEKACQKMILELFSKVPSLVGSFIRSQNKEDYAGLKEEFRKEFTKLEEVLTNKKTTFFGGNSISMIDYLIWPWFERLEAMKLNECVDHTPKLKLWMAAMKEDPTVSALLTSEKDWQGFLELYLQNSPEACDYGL
PREPL inhibitor = human PREPL enzyme inhibition. hit rate 0.68% among 320,000. Q4J6C6. inhibition, % at 5.96 µM. recombinant PREPL, fluorescence polarization activity-based probe. AID 2751; in the data active = inhibition above about 43%;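 note: 0% = enzyme with DMSO and 100% = wells lacking enzyme; many of its hits are not listed in these tables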
PAFAH1B3 inh = PAFAH1B3 (human) inhibition | AID 492972 | Q15102 | inhibition, % at 3.39 µM | recombinant PAFAH1B3, FP-rhodamine probe, fluorescence polarization | hit rate 0.28% among 340,000;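 active = inhibition above the screen-wide average of all tested compounds plus 3 SD, cut at about 25% in these data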;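 note: 0% = enzyme with DMSO only and 100% = wells lacking PAFAH1B3 protein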
LYPLA2 counter = LYPLA2 (human) inhibition in PME1 counter-screen. O95372. recombinant LYPLA2, FP-Rh probe fluorescence polarization. inhibition, % at 5.9 µM. hit rate 0.38% among 320,000. AID 2177;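 active = inhibition above the screen-wide mean plus 3 SD, limit set per campaign, cut at about 26% in these data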;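 note: 0% = LYPLA2 with DMSO and 100% = wells lacking LYPLA2 enzyme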
PAD4 inh = PAD4 (human) enzyme inhibition; Q9UM07; recombinant PAD4, RCA probe fluorescence polarization; inhibition, % at 6.36 µM; hit rate 0.41% among 330,000; AID 485272;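 active = percent inhibition above a cutoff equal to the mean of all tested compounds plus 3 SD, cut at about 15% in these data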;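 note: 0% = PAD4 with RCA probe and DMSO and 100% = probe without PAD4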
pPAFAH FP inh = inhibitors of human plasma PAF acetylhydrolase (pPAFAH). recombinant pPAFAH, FP-rhodamine probe fluorescence polarization. inhibition, % at 3.39 µM. hit rate 1.5% among 330,000. AID 463082;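 active = inhibition above the mean inhibition across the screen plus 3 SD, cut at about 25% in these data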;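 note: inhibitors block binding of the rhodamine activity-based probe so polarization drops; 0% = enzyme with DMSO and 100% = wells lacking pPAFAH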
Target sequence (Q13093 whole entry, looked up): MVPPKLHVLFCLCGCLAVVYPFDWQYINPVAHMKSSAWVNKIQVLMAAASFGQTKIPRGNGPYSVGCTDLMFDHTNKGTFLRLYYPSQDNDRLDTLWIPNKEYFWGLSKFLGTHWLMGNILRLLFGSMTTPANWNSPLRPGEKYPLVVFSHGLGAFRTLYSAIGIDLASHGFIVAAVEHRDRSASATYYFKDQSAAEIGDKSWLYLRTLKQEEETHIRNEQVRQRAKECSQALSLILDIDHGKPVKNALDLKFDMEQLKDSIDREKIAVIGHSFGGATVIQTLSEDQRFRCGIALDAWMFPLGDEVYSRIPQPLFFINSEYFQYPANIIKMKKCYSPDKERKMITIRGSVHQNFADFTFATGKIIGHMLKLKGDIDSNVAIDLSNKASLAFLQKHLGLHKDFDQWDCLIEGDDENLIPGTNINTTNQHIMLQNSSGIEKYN
LYPLA1 counter = counter-screen for PME1 inhibitors: inhibitors of human LYPLA1. O75608. recombinant LYPLA1, FP-Rh probe fluorescence polarization. inhibition, % at 5.9 µM. hit rate 0.16% among 320,000. AID 2174;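 active = inhibition above the mean of all tested compounds plus 3 SD, set per campaign, cut at about 14% in these data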;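 note: inhibitors block serine hydrolase probe labeling of LYPLA1 so polarization falls; 0% = enzyme with DMSO and 100% = wells lacking LYPLA1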
PAFAH2 FP inh = PAFAH2 (human) inhibition. Q99487. recombinant PAFAH2, FP-rhodamine activity probe, fluorescence polarization. inhibition, % at 3.39 µM. hit rate 0.99% among 340,000. AID 492956;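 active = inhibition above the mean over all tested compounds plus 3 SD, cut at about 30% in these data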;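 note: inhibitors block probe labeling of enzyme so polarization drops; 0% = enzyme with DMSO and 100% = wells lacking PAFAH2 protein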
PAFAH1B2 FP inh = blocks human PAF acetylhydrolase 1b catalytic subunit 2; P68402; recombinant PAFAH1B2, FP-rhodamine activity probe, fluorescence polarization; AID 492953; inhibition, % at 3.39 µM; hit rate 1.2% among 340,000;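 active = inhibition above the mean of all tested compounds plus 3 SD, cut at about 24% in these data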;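 note: 0% = enzyme with DMSO and 100% = wells lacking PAFAH1B2; many of its hits are not listed in these tables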
Target sequence (P68402 whole entry, looked up): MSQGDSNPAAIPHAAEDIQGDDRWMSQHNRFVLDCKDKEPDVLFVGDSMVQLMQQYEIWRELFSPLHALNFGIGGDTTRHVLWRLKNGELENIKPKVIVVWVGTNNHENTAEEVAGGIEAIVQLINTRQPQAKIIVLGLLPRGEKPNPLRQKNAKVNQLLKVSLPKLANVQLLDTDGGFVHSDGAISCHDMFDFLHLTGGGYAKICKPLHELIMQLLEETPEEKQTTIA
Active calls of the source: *; x = not tested or not shown. A portion of the library; the hit share may differ from the screen's.

Short keys – A = GSTO1 inh; B = PREPL inhibitor; C = PAFAH1B3 inh; D = LYPLA2 counter; E = PAD4 inh; F = pPAFAH FP inh; G = LYPLA1 counter; H = PAFAH2 FP inh; I = PAFAH1B2 FP inh
CCOC(=O)C1=C(C)NC2=C(C(=O)CCC2)C1c1ccc(O)c(OCC)c1 (centres undefined)
  A = 6	B = 12	C = 1	D = 1	E = -1	F = 2	G = 1	H = -13	I = 1
O=C(Nc1cccc2cccc(NC(=O)c3ccco3)c12)c1ccco1
  A = 10	B = 17	C = 3	D = 0	E = -3	F = 8	G = -3	H = 1	I = 1
COc1ccc(N2CC(C(=O)Nc3nc4ccccc4s3)CC2=O)cc1 (centres undefined)
  A = 6	B = 17	C = 1	D = 10	E = -3	F = 9	G = -3	H = 7	I = 5
CCOc1ccc(S(=O)(=O)N2CCC(C(=O)NCc3ccncc3)CC2)cc1Cl
  A = 3	B = -7	C = -3	D = 1	E = -8	F = 4	G = -2	H = 1	I = 3
C=CCN1CC(=O)N2C(C)c3[nH]c4ccccc4c3C[C@H]2C1=O (some centres undefined)
  A = 4	B = 17	C = 4	D = -5	E = -3	F = 1	G = -6	H = 2	I = 2
COC(=O)c1cc(Br)c(=O)n(-c2ccc(F)cc2)c1
  A = 1	B = -7	C = 3	D = 0	E = 7	F = -1	G = 3	H = 10	I = 2
Cc1ccnc(NC(=O)c2ccc(N3C(=O)CCC3=O)cc2)c1
  A = -5	B = -8	C = 3	D = -2	E = 1	F = -4	G = 3	H = -7	I = 4
CCOC(=O)c1ccc(NC(=O)c2nc[nH]c2C(=O)NCCCCNC(=O)c2[nH]cnc2C(=O)Nc2ccc(C(=O)OCC)cc2)cc1
  A = x	B = 1	C = -2	D = -10	E = -4	F = 1	G = 2	H = -9	I = -6
COC(=O)c1sc2ncn(CC(=O)N(C)C3CCCCC3)c(=O)c2c1C
  A = 4	B = -8	C = -2	D = 10	E = -5	F = 5	G = -2	H = -6	I = -1
O=C(CSc1nc2[nH]ncc2c(=O)n1-c1ccccc1Br)NCc1ccco1
  A = -3	B = -3	C = 2	D = 6	E = 0	F = 6	G = 6	H = 0	I = 1
O=c1c2ccccc2nnn1Cc1cccc2ccccc12
  A = 2	B = -7	C = 0	D = 9	E = -2	F = 19	G = 0	H = 2	I = -2
CCSc1nnc(NC(=O)[C@@H](NC(=O)c2cccc(C)c2)C(C)C)s1
  A = 0	B = -2	C = 4	D = -2	E = -1	F = 0	G = -3	H = -5	I = -4
Cc1ccc(O)c(/C=N/NC(=O)CN2CCCC2)c1
  A = 4	B = 11	C = 6	D = 3	E = -4	F = 0	G = 1	H = 9	I = 1
CN1CCN(C(=O)c2ccc3c(c2)S(=O)(=O)c2ccccc2C3=O)CC1
  A = 0	B = 1	C = 5	D = 4	E = -2	F = 0	G = 1	H = 0	I = 10
O=C(NC(=S)NNC(=O)c1ccccc1O)c1ccc([N+](=O)[O-])cc1
  A = 0	B = 12	C = 17	D = 8	E = 0	F = 15	G = -3	H = 32*	I = 0
COC(=O)c1sccc1NS(=O)(=O)c1ccc(OC)cc1
  A = 5	B = 11	C = 2	D = 3	E = -1	F = -4	G = 1	H = -5	I = 7
O=C(CCCC(=O)N(c1ccc(F)cc1)C(C(=O)NC1CCCC1)c1ccc(O)cc1)Nc1ccccn1 (centres undefined)
  A = -2	B = 10	C = -3	D = -2	E = 0	F = 4	G = 3	H = -4	I = 6
COC(=O)c1cccc(NC(=O)/C=C/c2ccc3c(c2)OCO3)c1
  A = -9	B = 2	C = -1	D = 0	E = -3	F = 2	G = -8	H = -3	I = 0
Cc1ccc(N(CC(=O)Nc2ccccc2-c2ccccc2)S(=O)(=O)c2ccccc2)cc1
  A = -17	B = 1	C = 7	D = 0	E = -3	F = 5	G = 3	H = 0	I = 3
O=C(NC12CC3CC(CC(C3)C1)C2)c1ccco1
  A = -5	B = -7	C = 1	D = 1	E = 6	F = -2	G = 4	H = -3	I = 9
COc1ccc(NC(=O)C2CC(=O)N(C)C(=Nc3ccc4c(c3)OCO4)S2)cc1 (centres undefined)
  A = 2	B = 20	C = 4	D = 12	E = 4	F = 5	G = -3	H = 4	I = 3
C=CCNC(=O)c1cc2c(=O)n3cc(C)ccc3nc2nc1NCC1CCCO1 (centres undefined)
  A = -2	B = 18	C = x	D = -3	E = 3	F = 0	G = -4	H = x	I = x
O=C(Nc1cnn(Cc2ccc(F)cc2)c1)c1cc2nc(-c3ccco3)cc(C(F)(F)F)n2n1
  A = -2	B = 19	C = 0	D = -1	E = -5	F = 3	G = -1	H = 11	I = 1
COc1ccc(N2CC(C(=O)Nc3cc(C)ccn3)CC2=O)cc1 (centres undefined)
  A = 15	B = -1	C = -3	D = -4	E = -3	F = 3	G = -5	H = -8	I = 2
COc1ccc(C2c3c(ccc4ccccc34)Oc3ncn4nc(Cc5ccc(OC)c(OC)c5)nc4c32)cc1 (centres undefined)
  A = -1	B = 28	C = x	D = -6	E = 6	F = -3	G = -2	H = x	I = x
COc1ccc(OC)c(C2CC(=O)N3CN(c4cccc(Cl)c4C)CSC3=C2C#N)c1 (centres undefined)
  A = 11	B = 1	C = -1	D = -7	E = -3	F = 0	G = -2	H = 6	I = 0
CCOC(=O)[C@@H]1[C@H]2COc3cc(OC)ccc3[C@@H]2N2C(=O)N(c3ccccc3)C(=O)[C@@]12C
  A = x	B = -31	C = 8	D = x	E = 1	F = 5	G = x	H = -1	I = -2
Cc1ccc2nc(C3CCN(C(=O)c4ccco4)CC3)[nH]c2c1
  A = 6	B = 4	C = 6	D = 5	E = -4	F = 2	G = -1	H = -3	I = 3
O=C(c1ccccc1Cl)N(Cc1ccc(Br)cc1)N1C(=O)CCCC1=O
  A = -9	B = -16	C = -3	D = 2	E = -1	F = -6	G = 1	H = -1	I = 6
O=C(/C=C/c1ccc(Cl)cc1)NCCSc1ccccc1
  A = 1	B = -11	C = 9	D = -5	E = 0	F = 2	G = -4	H = -1	I = 6
Cc1nc(-c2cn[nH]c2)c2cc(C)oc2n1
  A = -4	B = 11	C = 10	D = -4	E = -2	F = -6	G = -2	H = -3	I = 6
C=CCOc1ccc(C2OC34CCCCC3C(C#N)(C#N)C2(C#N)C(=N)O4)cc1 (centres undefined)
  A = 16	B = 12	C = 51*	D = 12	E = 15*	F = 10	G = 7	H = 56*	I = 42*
O=C(Nc1cc([N+](=O)[O-])ccc1N1CCCC1)c1ccccc1
  A = 5	B = -10	C = -1	D = 5	E = -4	F = 2	G = -2	H = -7	I = 5
CCN(CC)c1ccc2c(c1)oc(=O)c1c(Cl)cc(=O)oc12
  A = 25	B = 37	C = 14	D = 7	E = 26*	F = 8	G = -2	H = 36*	I = 21
CSc1nnc(NC(=O)c2nc(S(=O)(=O)Cc3ccccc3)ncc2Cl)s1
  A = -14	B = 0	C = -5	D = 1	E = -5	F = 6	G = -5	H = -2	I = -1
COc1cc(CNCCCO)ccc1OCC(=O)NC(C)(C)C
  A = 4	B = 2	C = 3	D = -2	E = 6	F = 3	G = 1	H = -6	I = 3
COc1ccccc1NC(=S)N1CCOCC1
  A = 2	B = -5	C = 8	D = 3	E = -1	F = 5	G = -1	H = -6	I = 5
CCSc1nnc(SCC(=O)Nc2cc(C)on2)s1
  A = x	B = 5	C = 16	D = x	E = -1	F = 3	G = x	H = 13	I = 0
CCOc1ccc(Nc2ncnc3c2cnn3Cc2ccccc2)cc1
  A = -2	B = 22	C = 5	D = 8	E = -2	F = 6	G = 4	H = 3	I = -5
COCCCNC(CC(=O)Nc1ccc(OC)cc1OC)C(=O)O (centres undefined)
  A = 5	B = 2	C = 5	D = -5	E = -2	F = 3	G = -8	H = 4	I = -2
Clc1cccc(-c2ccc3ncnc(NCc4cccs4)c3c2)c1
  A = x	B = 9	C = -7	D = x	E = 0	F = 1	G = x	H = -18	I = -6
O=c1nc(N/N=C/c2ccccn2)cn[nH]1
  A = 6	B = -39	C = 7	D = 4	E = 0	F = -1	G = 0	H = -2	I = 2
COc1ccccc1NC(=O)CN1C(=O)COc2ccc(C)cc21
  A = 9	B = -7	C = 1	D = -6	E = 1	F = -2	G = -2	H = -4	I = 3
O=[N+]([O-])c1ccc(CCNc2cccc3ccccc23)c([N+](=O)[O-])c1
  A = -5	B = 12	C = 15	D = 8	E = -14	F = -1	G = 2	H = 2	I = 3
CC(C)(C)NS(=O)(=O)c1ccc(/C=C/C(=O)O)cc1
  A = 4	B = -1	C = 6	D = 0	E = -1	F = 1	G = 1	H = 6	I = 6
CNC(=O)COC(=O)CCC(=O)c1ccc(Cl)cc1
  A = 13	B = 4	C = -2	D = 1	E = 5	F = -1	G = -3	H = 4	I = 1
CCCOC(=O)C1=C(C)NC2=C(C(=O)CCC2)C1c1cccs1 (centres undefined)
  A = 0	B = 23	C = 1	D = 0	E = -2	F = -4	G = 1	H = -2	I = 1
CC[C@@H]1C/C=C\Cc2ccccc2[C@@H](C(=O)C[C@H](O)CC(C)=O)OC1=O
  A = x	B = 12	C = 4	D = x	E = -3	F = 1	G = x	H = 2	I = 1
O=S(=O)(Nc1ccccc1)c1ccc(Oc2ncc(C(F)(F)F)cc2Cl)cc1
  A = 1	B = -10	C = -8	D = -22	E = 3	F = 21	G = -16	H = 0	I = -2
O=C(NCCC(=O)N1CCCCCCC1)c1ccc(Br)cc1
  A = x	B = 5	C = 3	D = -2	E = -3	F = 5	G = -4	H = 2	I = 1

Other results:
Short keys – A = GSTO1 inh; B = PREPL inhibitor; C = PAFAH1B3 inh; D = LYPLA2 counter; E = PAD4 inh; F = pPAFAH FP inh; G = LYPLA1 counter; H = PAFAH2 FP inh; I = PAFAH1B2 FP inh
COc1cccc(NC(=O)NCCCCc2ccccc2)c1
  A = 2	B = 1	C = -3	D = -1	E = 2	F = 1	G = -2	H = -7	I = 1
N#CNc1nc(O)cc(=O)[nH]1
  A = 11	B = 6	C = 4	D = -6	E = -2	F = 5	G = 1	H = -4	I = 5
COc1nc2ccccc2nc1CCC(=O)O
  A = -7	B = 13	C = 4	D = -6	E = -3	F = -1	G = 0	H = 5	I = 2
O=C(CCn1c(=S)oc2ccccc21)NC1CCCCCC1
  A = 11	B = 7	C = 4	D = 5	E = 1	F = 1	G = 0	H = 6	I = 9
C=CCNC(=S)NCCCCC1NC(=S)N(CC=C)C1=O (centres undefined)
  A = -2	B = 17	C = 2	D = 2	E = 1	F = 1	G = 2	H = 2	I = 4
CCO[C@@H]1OC(C(N)=O)=C[C@H](C2CC2)[C@H]1CCCO
  A = 1	B = 17	C = 3	D = -3	E = 2	F = -6	G = -1	H = -2	I = 1
O=C(CCC(=O)OCC(=O)c1ccccc1)Nc1cccc(Cl)c1
  A = 3	B = 0	C = 12	D = -1	E = -2	F = 7	G = -1	H = -1	I = -5
COc1ccc(NS(=O)(=O)c2cc(NC(=O)c3ccncc3)ccc2N2CCOCC2)cc1
  A = -1	B = -4	C = 8	D = -7	E = 3	F = -9	G = -4	H = -1	I = 2
O=C(CCS(=O)(=O)c1ccccc1)Nc1cccc2c1C(=O)NC2=O
  A = -4	B = 11	C = 7	D = -1	E = -1	F = -2	G = 1	H = -2	I = 3
CCC(NC(=O)Nc1ccc(O)cc1)(C(F)(F)F)C(F)(F)F
  A = 57*	B = 20	C = 3	D = 6	E = 46*	F = 15	G = 1	H = 4	I = 7
